# Salmonella PhoP GFP: PhoP regulon inhibitors, Salmonella typhi PhoP promoter GFP reporter, confirmatory (AID 1850); actives 0.33% (n = 310,000); Salmonella Typhi PhoP-promoter GFP reporter, fluorescence, 4 h; higher % means a stronger effect; inhibition, % at 50 µM, or IC50 in µM where a hit was titrated; in the data active = a potency from the dose series; inconclusive = inhibition mostly from about 25% at the one dose, without a potency; inactive = the rest, 99 in 100 with inhibition below about 19%;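 also: 0% = induced wells with vehicle and 100% = uninduced wells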
# H37Rv inhibition: M. tuberculosis growth inhibition, HTS (AID 449762). actives 0.59% (n = 330,000). inhibition, % at 25 µM; hits with a dose series show IC50 in µM. M. tuberculosis H37Rv growth inhibition, 7H9 media; higher % means a stronger effect; in the data active = a potency from the dose series; inconclusive = inhibition above about 70% without an active follow-up result;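 also: bacterial growth assessed after seven days of incubation; strong numbers were not always called active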
# tuberculosis growth: growth inhibition of non-replicating M. tuberculosis (AID 488890); Mycobacterium tuberculosis non-replicating, growth inhibition; higher % means a stronger effect; inhibition, % at 25 µM; hits with a dose series show IC50 in µM; actives 0.39% (n = 320,000); in the data active = a potency from the dose series; inconclusive = inhibition mostly from about 82% at the one dose, without a potency; inactive = the rest, 99 in 100 with inhibition below about 76%;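 also: plate controls were DMSO cells for no effect and high antibiotic wells for full effect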
# H1N1 NS1A inhibition: H1N1 influenza NS1A inhibitors, functional cell based assay (AID 504329); actives 0.3% (n = 340,000); NS1A functional cell-based assay, percent inhibition; higher % means a stronger effect; one-dose inhibition, % at 12.5 µM; IC50 in µM for titrated hits; in the data active = a potency from the dose series; inconclusive = inhibition above about 27% without an active follow-up result; also: strong numbers were not always called active
# inhibitors of VEEV: inhibitors of VEEV TC-83 cytopathic effect, confirmation, Vero cells (AID 588727); Vero cells, VEEV TC-83 cytopathic effect inhibition; higher % means a stronger effect; inhibition, % at 20 µM, or IC50 in µM where a hit was titrated; actives 0.13% (n = 350,000); in the data active = a potency from the dose series; inconclusive = inhibition mostly from about 14% at the one dose, without a potency; inactive = the rest, 99 in 100 with inhibition below about 12%; also: strong numbers were not always called active
# Numbers without * were called inactive; i = inactive; ? = inconclusive; · = not tested or not shown.
# Start of the listing, in advance:
1	Cc1[nH]c2ccccc2c1C(=O)C(=O)N1CCC2(CC1)OCCO2
2	O=C(CC(Nc1ccc(Cl)cc1)C(=O)O)c1ccccc1 (configuration not stated)
3	CCCCCCSc1nnc2[nH]c(=O)cc(N)n12
4	Cn1c(=O)oc2cc(S(=O)(=O)N3CCN(c4ccc(F)cc4)CC3)ccc21
5	Cc1ccc(NC(=O)C[n+]2cc(-c3ccc(C)cc3)n3c2CCC3)cc1
compound no.	1	2	3	4	5
Salmonella PhoP GFP	1%	-4%	0%	-32%	15%
H37Rv inhibition	-5%	0%	7%	1%	11%
tuberculosis growth	-6%	·	76%	-5%	69%
H1N1 NS1A inhibition	8%	-9%	-10%	2%	1%
inhibitors of VEEV	i	2.1%	2.4%	1.2%	0.5%

# Results, previewed entries included:
1	Cc1[nH]c2ccccc2c1C(=O)C(=O)N1CCC2(CC1)OCCO2
2	O=C(CC(Nc1ccc(Cl)cc1)C(=O)O)c1ccccc1 (configuration not stated)
3	CCCCCCSc1nnc2[nH]c(=O)cc(N)n12
4	Cn1c(=O)oc2cc(S(=O)(=O)N3CCN(c4ccc(F)cc4)CC3)ccc21
5	Cc1ccc(NC(=O)C[n+]2cc(-c3ccc(C)cc3)n3c2CCC3)cc1
6	Cc1nc(-c2ccc(S(=O)(=O)N3CCN(c4cccc(C)c4C)CC3)cc2)co1
7	Cc1cc(=O)oc2cc(NC(=O)CC3(CC(=O)O)CCCC3)ccc12
8	O=C(c1cccc(C(F)(F)F)c1)C1CCCN(C(=O)CN2CCOC2=O)C1 (configuration not stated)
compound no.	1	2	3	4	5	6	7	8
Salmonella PhoP GFP	1%	-4%	0%	-32%	15%	-4%	-17%	1%
H37Rv inhibition	-5%	0%	7%	1%	11%	6%	2%	-7%
tuberculosis growth	-6%	·	76%	-5%	69%	18%	-11%	-13%
H1N1 NS1A inhibition	8%	-9%	-10%	2%	1%	-1%	·	-11%
inhibitors of VEEV	i	2.1%	2.4%	1.2%	0.5%	3.3%	0.8%	1.8%

9	COc1ccc(/C=N/OCC(=O)NC(c2ccccc2)c2ccccc2)cc1OC
10	Fc1ccccc1CSc1ncnc2c1ncn2C1CCCO1 (configuration not stated)
11	O=C1CN(C(=O)COc2ccccc2Cl)c2ccccc2N1
12	CCOC(=O)C1CCN(C2CCN(C(=O)c3oc4c(C)c(C)ccc4c3C)CC2)CC1
13	O=C(C[C@H]1C/C=C\C[C@@H](Cc2ccc(F)cc2)C(=O)O[C@H](c2ccccc2)CNC1=O)N[C@@H](CO)Cc1ccccc1
14	NCCNC(=O)Cc1cccc(NC(=O)Cc2ccc(Nc3ncnc4c3ncn4[C@@H]3O[C@H](CO)[C@@H](O)[C@H]3O)cc2)c1
15	Cc1ccccc1NC(=O)CSCCO
16	CCOc1ccc(NC(=O)CN(C)C(=O)CC2CCCCC2)cc1OCC
compound no.	9	10	11	12	13	14	15	16
Salmonella PhoP GFP	-7%	·	·	-12%	·	2%	-8%	·
H37Rv inhibition	-1%	·	-6%	67%	-2%	-1%	5%	-6%
tuberculosis growth	-9%	·	6%	?	14%	-4%	13%	11%
H1N1 NS1A inhibition	-5%	-9%	-10%	-9%	-3%	4%	0%	-7%
inhibitors of VEEV	i	8.4µM*	6.6%	4.6%	8.9%	i	0.7%	4.8%

17	CC(C(=O)Nc1nccs1)N1C(=O)c2ccccc2S1(=O)=O (configuration not stated)
18	OC(CNCc1cccs1)c1ccccc1 (configuration not stated)
19	C=CCNc1nc2c(c(=O)[nH]c(=O)n2C)n1CCCCC
20	COc1ccc(CCN2CC(C(=O)NCCc3ccc(C(F)(F)F)cc3)CCC2=O)cc1 (configuration not stated)
21	CCOC(=O)N1CCN(c2c(N3CCN(c4ccc(OC)cc4)CC3)c(=O)c2=O)CC1
22	CCOc1ccc(C(=O)CSCCC(=O)O)cc1
23	Cc1nn(CC(=O)NCCc2ccc(Cl)cc2)c(=O)c2cccn12
24	O=C(/C=C/c1cnc2ccccc2n1)NC1CCCCCC1
compound no.	17	18	19	20	21	22	23	24
Salmonella PhoP GFP	6%	-4%	-3%	-2%	·	-3%	-6%	-7%
H37Rv inhibition	0%	2%	-14%	4%	7%	1%	2%	-7%
tuberculosis growth	-8%	-11%	2%	18%	·	1%	-4%	66%
H1N1 NS1A inhibition	-6%	-22%	-8%	7%	5%	2%	-9%	6%
inhibitors of VEEV	1.0%	1.4%	1.5%	i	1.2%	1.8%	0.3%	4.3%

25	Cc1cccc(NC(=S)NCCc2c[nH]c3ccccc23)c1
26	O=C(Cc1ccc(Cl)cc1)c1c[nH]c(C(=O)NCCCn2ccnc2)c1
27	Cc1cccc(C2c3[nH]c4ccccc4c3CCN2C(=O)CN2CCOC2=O)n1 (configuration not stated)
28	CCn1nc(C(=O)NNC(=O)C(Cc2ccccc2)NC(N)=O)c2ccccc2c1=O (configuration not stated)
29	Cc1cc(C)n(-c2nc3ccccc3nc2N2CCC(C)CC2)n1
30	CCOC(=O)Cc1csc(/N=C/c2c(O)n(-c3ccccc3C(F)(F)F)c(=O)c3ccccc23)n1
31	FC(F)(F)c1cccc(OCC2CNC(=S)O2)c1 (configuration not stated)
32	N#CCCCCn1c(-c2cncs2)nc2ccccc21
compound no.	25	26	27	28	29	30	31	32
Salmonella PhoP GFP	8%	-17%	5%	·	-4%	-3%	-3%	-7%
H37Rv inhibition	-2%	9%	-8%	-10%	1%	-6%	?	-10%
tuberculosis growth	4%	15%	7%	-6%	·	5%	74%	·
H1N1 NS1A inhibition	8%	-8%	-3%	3%	-19%	2%	-12%	0%
inhibitors of VEEV	1.1%	0.9%	4.1%	1.3%	i	9.0%	1.0%	0.8%

33	CCC1CCCCN1CCCNC(=O)c1ccc(CS(=O)(=O)c2ccccc2OC)o1 (configuration not stated)
34	C/C(=N\OCC(=O)Nn1c(=O)[nH]c2ccccc2c1=O)c1ccccc1
35	Cc1ccccc1NC(=O)NCc1ccccn1
36	O=C(CSc1nc2scc(-c3ccco3)c2c(=O)n1-c1ccccc1)N1CCOCC1
37	COc1ccccc1N1CCN(C/C(C)=C/c2ccccc2)CC1
38	CC(Oc1cccc(Cl)c1)C(=O)Nc1ccc(S(=O)(=O)Nc2ncccn2)cc1 (configuration not stated)
39	CCc1n[nH]c(=O)c2cc3cc(OC)ccc3n12
40	O=C(NCCC1=CCCCC1)c1c(O)nc2sccn2c1=O
compound no.	33	34	35	36	37	38	39	40
Salmonella PhoP GFP	8%	1%	0%	-2%	-4%	8%	-7%	-4%
H37Rv inhibition	-12%	3%	-6%	8%	-9%	-11%	3%	73µM*
tuberculosis growth	0%	4%	-2%	-14%	2%	17%	-6%	68%
H1N1 NS1A inhibition	-5%	-7%	-2%	-1%	1%	-7%	-7%	-4%
inhibitors of VEEV	1.9%	0.3%	0.3%	3.6%	1.4%	2.8%	2.7%	2.7%

41	COC(=O)c1cc(OC)c(OC)cc1NCC(=O)Nc1ccc(C)cc1
42	CCCCn1c(N)c(N(CCOC)C(=O)CC(NC(=O)c2ccccc2)c2ccccc2)c(=O)[nH]c1=O (configuration not stated)
43	CNC(=O)NC(=O)CSc1ccc(S(=O)(=O)N(C)C2CCCCC2)cn1
44	COc1cccc(CNC(=O)Cn2c(=O)oc3cc(S(=O)(=O)N4CCCCC4)ccc32)c1
45	CN(C)CCCn1c(=O)n(Cc2ccccc2)c(=O)c2c3c(sc21)CCCCC3
46	CCOC(=O)c1c(NC(=O)CSc2nnc3ccccn23)sc2c1CCC2
47	C=CCNC(=O)CN1c2cccc3cccc(c23)S1(=O)=O
48	COc1ccccc1NC(=O)N1CCCC(C(=O)Nc2cccc(C)c2C)C1 (configuration not stated)
compound no.	41	42	43	44	45	46	47	48
Salmonella PhoP GFP	-4%	6%	·	-3%	-1%	-5%	5%	-7%
H37Rv inhibition	0%	0%	·	0%	17%	3%	1%	8%
tuberculosis growth	6%	-2%	·	21%	61%	2%	20%	3%
H1N1 NS1A inhibition	2%	-9%	-4%	-6%	4%	-1%	17%	-8%
inhibitors of VEEV	1.3%	1.6%	0.7%	2.2%	i	1.2%	0.1%	1.7%

49	NNC(=O)CC1=NNC(=O)C1
50	CCOc1ccc(NC(=O)C(CC)n2nc(C)c3c(C)n(-c4ccccc4)nc3c2=O)cc1 (configuration not stated)
51	O=C(CCNC(=O)c1ccco1)Nc1ccc(Cl)cc1F
52	COc1ccc(S(=O)(=O)c2snnc2C)cc1
53	COc1ccc(CC(=O)N2CCc3ccccc3C2)cc1
54	CC1CN(C(=O)c2ccccc2Sc2ccccc2C#N)CC(C)O1 (configuration not stated)
55	CNC(=O)N(O)C1N(/N=C/c2ccc(N(C)C)cc2)C(=S)SC1(C)C (configuration not stated)
56	O=C(CCl)Nc1cccc(S(=O)(=O)NC2=NCCC2)c1
compound no.	49	50	51	52	53	54	55	56
Salmonella PhoP GFP	·	2%	8%	6%	9%	-5%	1%	-9%
H37Rv inhibition	·	3%	3%	7%	6%	-7%	3%	3%
tuberculosis growth	·	23%	2%	-3%	7%	1%	-10%	54%
H1N1 NS1A inhibition	-1%	-2%	8%	-9%	-9%	-2%	-2%	4%
inhibitors of VEEV	0.6%	0.8%	0.6%	0.5%	2.8%	0.0%	0.9%	?

57	COc1cccc(C(=O)Nc2cccc(NC(=O)c3cccs3)c2)c1
58	CC1CN(C(=O)c2cccc(S(=O)(=O)Nc3ccc(Cl)cc3)c2)CC(C)O1 (configuration not stated)
59	c1cnc2c(OCc3nc4ccccc4[nH]3)cccc2c1
60	Cc1ccc([C@@H]2CC=C(C(=O)O)[C@H](c3ccccc3F)N2S(=O)(=O)c2ccc(C)cc2)cc1
61	COc1cccc(NC(=O)CN(C)C(=O)c2ccc(NC(=O)CC3SC(N4CCCCC4)=NC3=O)cc2)c1 (configuration not stated)
62	CSc1cccc(NC(=O)CCCn2c(=O)c3cccn3c3cccnc32)c1
63	CCN1C(=O)C2(Nc3ccccc3-c3nc4ccccc4n32)c2cc(OC)ccc21 (configuration not stated)
64	O=C(O)Cc1c(-c2ccccc2Cl)c2cc(Br)ccc2[nH]c1=O
compound no.	57	58	59	60	61	62	63	64
Salmonella PhoP GFP	-1%	-9%	-11%	-4%	-3%	-3%	12%	6%
H37Rv inhibition	0%	7%	8%	-1%	-5%	6%	-10%	1%
tuberculosis growth	47%	-5%	21%	9%	-2%	-3%	37%	25%
H1N1 NS1A inhibition	8%	7%	-5%	-9%	-13%	-1%	2%	-20%
inhibitors of VEEV	2.1%	0.8%	0.5%	1.1%	0.3%	9.0%	5.6%	7.9%

65	CCOc1ccc(CNS(=O)(=O)c2cccs2)cc1OCC
66	CCCCCCNC(=O)c1ccc(Br)o1
67	COc1ccc(C=O)cc1Oc1nc(Cl)ncc1F
68	COc1ccccc1NC(=O)CSCC(N)=O
69	CCCCc1nnc(NC(=O)CN2C(=O)C3CCCCC3C2=O)s1 (configuration not stated)
70	CC(=O)Nc1ccc(Nc2nnc(-c3ccc(C)c(S(=O)(=O)NCC4CCCO4)c3)c3ccccc23)cc1 (configuration not stated)
71	N#Cc1nc(-c2ccc(Cl)cc2)oc1NCc1cccc2c1OCO2
72	CC(=O)c1c(C)[nH]c(C(=O)OCC(=O)Nc2c(C)cccc2C)c1C
compound no.	65	66	67	68	69	70	71	72
Salmonella PhoP GFP	-4%	5%	-1%	-1%	-4%	7%	2%	·
H37Rv inhibition	3%	7%	-2%	-6%	28%	-1%	5%	-3%
tuberculosis growth	0%	<0.1µM*	4%	14%	-9%	1%	10%	-11%
H1N1 NS1A inhibition	-7%	3%	-3%	-1%	-13%	-12%	-11%	-4%
inhibitors of VEEV	i	1.3%	0.6%	0.0%	1.7%	0.2%	i	1.3%

73	CCC1(c2ccccc2)NC(=O)N(CC(=O)Nc2ccccc2C(=O)NC2CCCC2)C1=O (configuration not stated)
74	COC(=O)c1ccc(NC(=O)c2cc3sccc3n2C)cc1
75	Cc1ccc(C)c(OCC(=O)NNC(=O)CCN2CCN(c3ccccc3)CC2)c1
76	Cc1cc(N2CC(C)OC(C)C2)nc(C(C)C)n1 (configuration not stated)
compound no.	73	74	75	76
Salmonella PhoP GFP	-2%	13%	·	-2%
H37Rv inhibition	15%	9%	8%	12%
tuberculosis growth	19%	65%	6%	-4%
H1N1 NS1A inhibition	-6%	10%	-7%	1%
inhibitors of VEEV	1.1%	8.0%	0.0%	i

# Screens deposited in PubChem by Southern Research Specialized Biocontainment Screening Center.
